From PubChem
CatS block – blocks human cathepsin S protease activity | P25774 | recombinant cathepsin S, AMC dipeptide fluorescence, pooled mixtures | inhibition, %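 (tested at 5 µM per compound within 10-compound mixtures)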 | 62,000 tested, 0.06% active | AID 501; in the data active = inhibition above about 32%, passing the limit was not always enough;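 note: 0% = enzyme without compound and 100% = blank without enzyme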
C1s inh – human complement C1s inhibition; P09871; purified C1s, fluorogenic AMC substrate, pooled mixtures; mean inhibition % of two 10-compound mixtures (active compounds read high), % at 5 µM (by protocol); 62,000 tested, 0.16% active; AID 538;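 active = inhibition above 20% in each of the two 10-compound mixture wells holding the compound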;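 note: 0% = enzyme wells lacking compound mixture and 100% = no-enzyme blank wells; some compounds called inactive have numbers as strong as hits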
CatG inh – blocks human cathepsin G enzyme activity; P08311; purified enzyme, AMC-tetrapeptide fluorescence, pooled mixtures; inhibition, % at 5 µM (by protocol); 62,000 tested, 0.2% active;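 active = inhibition above 20% in each of the two mixture wells holding the compound; inactive = inhibition of 20% or less in either well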;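 note: 0% = enzyme control without mixture and 100% = blank lacking enzyme; strong numbers were not always called active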
FXIa mix inh – factor XIa (human) inhibition, mixture screen | P03951 | purified FXIa, fluorogenic substrate, pooled mixtures | inhibition, % at 5 µM | 62,000 tested, 0.19% active | AID 680;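 note: each value is inhibition by a whole ten-compound pool holding the compound; 0% = enzyme with no mixture and 100% = wells lacking enzyme; strong numbers were not always called active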
CatL inh – blocks human cathepsin L protease activity. P07711. purified cathepsin L, fluorogenic substrate, fluorescence. inhibition, %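 (tested at 10 µM)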. 58,000 tested, 0.17% active; in the data active = inhibition above about 45%;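 note: 0% = enzyme with no compound and 100% = no enzyme blank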
ROCK2 blocker – inhibitors of human Rho kinase 2; inhibition, % at 6 µM; 60,000 tested, 0.35% active; AID 604; O75116; purified ROCK2, Kinase-Glo ATP depletion luminescence;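 active = inhibition above the screen-wide mean inhibition plus 3 SD, cut at about 18% in these data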;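 note: plate controls were DMSO wells for no effect and Y-27632 control wells after no-enzyme background subtraction for full effect; many of its hits are not listed in these tables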
PKA kinase inh – blocks human protein kinase A activity. AID 524. inhibition, % at 6 µM. PKA Kemptide phosphorylation, Kinase-Glo ATP luminescence. P17612. 65,000 tested, 0.1% active;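 active = inhibition above the screen-wide mean inhibition plus 3 SD, cut at about 21% in these data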; note: many of its hits are not listed in these tables
JNK3 inh – blocks human JNK3 kinase activity; 60,000 tested, 0.61% active; AID 746; purified JNK3 kinase activity, HTS; inhibition, % at 8 µM; P53779; in the data active = inhibition above about 17%;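 note: 0% = DMSO and 100% = reference inhibitor; many of its hits are not listed in these tables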
Target sequence (P53779 whole entry, looked up): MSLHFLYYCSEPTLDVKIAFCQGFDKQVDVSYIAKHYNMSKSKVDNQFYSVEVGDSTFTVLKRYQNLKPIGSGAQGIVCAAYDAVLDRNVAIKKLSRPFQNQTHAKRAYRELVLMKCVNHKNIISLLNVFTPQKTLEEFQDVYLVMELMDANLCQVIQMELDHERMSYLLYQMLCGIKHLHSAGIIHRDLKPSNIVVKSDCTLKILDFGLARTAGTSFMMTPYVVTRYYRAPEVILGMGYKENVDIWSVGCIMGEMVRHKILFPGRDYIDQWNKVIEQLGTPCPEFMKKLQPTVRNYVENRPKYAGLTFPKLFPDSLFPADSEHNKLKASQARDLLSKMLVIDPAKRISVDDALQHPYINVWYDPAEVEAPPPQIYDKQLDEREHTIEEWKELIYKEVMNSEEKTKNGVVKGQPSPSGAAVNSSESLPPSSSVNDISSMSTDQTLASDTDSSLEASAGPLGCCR
FXIIa inh mix – blocks human factor XIIa in pooled compound mixtures. P00748. purified FXIIa, fluorogenic substrate. AID 684. 62,000 tested, 0.2% active. inhibition, % at 5 µM;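 note: 0% = enzyme without compound and 100% = no enzyme blank; some results filed as inactive read as strong as hits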
Target sequence (P00748 20-372 limits assumed): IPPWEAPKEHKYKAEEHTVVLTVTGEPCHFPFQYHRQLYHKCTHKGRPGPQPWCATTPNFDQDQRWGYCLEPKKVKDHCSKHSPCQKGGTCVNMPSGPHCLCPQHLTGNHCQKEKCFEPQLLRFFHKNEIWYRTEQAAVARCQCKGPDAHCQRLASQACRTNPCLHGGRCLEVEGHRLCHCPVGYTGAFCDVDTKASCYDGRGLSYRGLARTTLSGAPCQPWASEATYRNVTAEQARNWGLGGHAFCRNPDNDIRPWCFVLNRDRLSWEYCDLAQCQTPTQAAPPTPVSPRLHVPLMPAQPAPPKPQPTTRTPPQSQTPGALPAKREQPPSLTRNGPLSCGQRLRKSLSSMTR
Target sequence (P00748 373-615 limits assumed): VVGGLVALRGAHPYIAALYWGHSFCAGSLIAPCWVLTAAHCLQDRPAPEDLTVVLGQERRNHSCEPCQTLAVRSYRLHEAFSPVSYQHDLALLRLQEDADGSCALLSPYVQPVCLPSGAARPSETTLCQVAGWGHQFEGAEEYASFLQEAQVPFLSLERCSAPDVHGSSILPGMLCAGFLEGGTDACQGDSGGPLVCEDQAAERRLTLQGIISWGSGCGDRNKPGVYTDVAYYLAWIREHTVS
* marks the source's active call; other numbers are inactive results; · = no result given. Cut-off read from the data, not from the text of the source, unless noted: active = inhibition above about 20% (passing the limit was not always enough); inactive = the rest.

cpd	molecule	CatS block	C1s inh	CatG inh	FXIa mix inh	CatL inh	ROCK2 blocker	PKA kinase inh	JNK3 inh	FXIIa inh mix
1	CC1CCCN(C(=O)c2cc3c(-c4ccc(Cl)cc4)nn(C)c3s2)C1 (centres undefined)	-9	3	-6	7	-2	0	-4	0	5
2	O=C1N(c2ccccc2)C2CS(=O)(=O)CC2N1c1ccc(Br)cc1 (centres undefined)	-12	-46	-5	-18	7	4	5	0	0
3	CCOC(=O)c1cccc(NC(=O)Cn2cnc3c2c(=O)n(C)c(=O)n3C)c1	10	6	-32	5	0	7	8	-2	3
4	CCCCc1c(C)nc(N)[nH]c1=O	10	-7	8	5	4	18*	7	2	5
5	CCOC(=O)c1cccc(NC(=O)C2CCN(S(=O)(=O)c3cnc[nH]3)CC2)c1	-2	-28	0	4	-6	0	-3	11	1
6	Cc1nc2ccccc2n1CC(O)Cn1c(C(F)(F)F)nc2ccccc21 (centres undefined)	2	6	11	1	16	5	4	4	-1
7	Cn1c(Cn2c(=O)sc3ccccc32)nnc1SCC(=O)Nc1ccc2c(c1)OCO2	-3	6	5	0	·	0	5	-5	4
8	CS/C(=N\S(=O)(=O)c1ccc(N)cc1)NS(=O)(=O)c1cccs1	5	11	11	4	3	·	-2	·	5
9	CC(=O)Nc1sc2c(c1CN1CCN(c3ccccn3)CC1)CCCC2	7	-1	-3	-2	-3	4	13	-8	8
10	CCOC(=O)C1=C(C)OC(N)=C(C#N)C1c1cc2c(cc1Br)OCO2 (centres undefined)	1	12	11	6	19	2	2	0	9
11	CCN1CCN(CC(O)COCc2ccccc2)CC1 (centres undefined)	-1	4	10	-2	-1	0	0	-5	5
12	Cc1cc(NC(=O)c2cnn3cccnc23)no1	9	-7	-4	4	2	0	-5	-2	-19
13	Cc1ccnc(SCCn2c(N3CC(C)CC(C)C3)nc3c2c(=O)n(C)c(=O)n3C)n1 (centres undefined)	-4	19	15	6	8	-1	0	6	2
14	O=C(Cc1c[nH]c2ccccc12)NCc1ccc2c(c1)OCO2	9	-6	10	-3	·	5	14	-4	-19
15	Cc1cnn(C(=O)c2ccccc2Br)c1	1	13	9	6	9	-1	0	-2	0
16	COc1ccc2c(c1)c1ncnc(N3CCN(Cc4ccc5c(c4)OCO5)CC3)c1n2C	7	5	7	14	23	0	2	-5	6
17	O=C(O)CCCNS(=O)(=O)c1ccc(NCc2ccccc2)c(C(=O)O)c1	6	4	11	2	0	7	9	-1	4
18	Cc1c(C#N)c2ccccc2n1CC(=O)N1CCCC1	-8	-60	1	-9	8	16	8	-4	2
19	O=C(CSc1nc2c(cnn2-c2ccc(F)cc2)c(=O)[nH]1)N1CCCCC1	6	-28	15	9	·	4	-2	2	1
20	CCOC(=O)N1CCC(Nc2c(NCCCN(CC)c3cccc(C)c3)c(=O)c2=O)CC1	-4	13	7	4	·	2	1	8	-1
21	Cc1cccc(N(C)C(=O)c2coc(=O)c3ccccc23)c1	-1	17	16	5	16	2	2	-2	-3
22	Cc1cc(S(=O)(=O)NC2CCCCC2)c(C)s1	1	-55	-16	-8	2	3	2	0	1
23	COC(=O)[C@H](Cc1ccccc1)NC(=O)NCCc1ccc(S(N)(=O)=O)cc1	-6	2	-5	2	-4	2	11	1	12
24	O=C(Nc1nnc(SCC(=O)N2CCCCC2)s1)c1cccs1	1	-33	-12	1	9	6	14	-1	15
25	O=C(CSc1ccc2nnc(-c3cccnc3)n2n1)NCc1ccc2c(c1)OCO2	2	-34	-5	4	·	4	4	3	5
26	Cc1ccc(-c2nc3ncccn3c2NC(=O)C2CC2)cc1	-4	-32	-5	8	-74	3	-1	-6	29
27	O=C(OCC(=O)N1c2ccccc2Sc2ccccc21)C1CC(=O)N(Cc2ccco2)C1 (centres undefined)	12	-8	9	5	10	2	2	6	-15
28	Cc1cc(=O)c2ccccc2[nH]1	8	-4	9	-6	12	2	9	-2	12
29	Cc1ccc(OCc2nc(C#N)c(NCc3ccc4c(c3)OCO4)o2)cc1	9	-1	23	6	9	·	-8	·	4
30	CCOC(=O)Cc1csc(NC(=O)C2C3C=CC(C3)C2C(=O)O)n1 (centres undefined)	-5	1	5	0	-7	0	0	0	11

Another view of two compounds above:
| entry | CatS block | C1s inh | CatG inh | FXIa mix inh | CatL inh | ROCK2 blocker | PKA kinase inh | JNK3 inh | FXIIa inh mix | mol |
| --- | --- | --- | --- | --- | --- | --- | --- | --- | --- | --- |
| 29 | 9 | -1 | 23 | 6 | 9 | · | -8 | · | 4 | Cc1ccc(OCc2nc(C#N)c(NCc3ccc4c(c3)OCO4)o2)cc1 |
| 30 | -5 | 1 | 5 | 0 | -7 | 0 | 0 | 0 | 11 | CCOC(=O)Cc1csc(NC(=O)C2C3C=CC(C3)C2C(=O)O)n1 (centres undefined) |

Remaining list, next part:
cpd	molecule	CatS block	C1s inh	CatG inh	FXIa mix inh	CatL inh	ROCK2 blocker	PKA kinase inh	JNK3 inh	FXIIa inh mix
31	COc1ccc(N(CC(=O)Nc2cc(OC)ccc2OC)S(=O)(=O)c2c(C)nn(C)c2C)cc1	3	5	1	3	·	3	4	0	1
32	CCOc1cc(-c2ccccc2)nc(N)n1	6	-3	0	7	3	3	3	4	3
33	CSc1ccc2c(c1)N(CCC1CCCCN1C)c1ccccc1S2 (centres undefined)	10	4	11	12	14	0	-4	-9	10
34	O=C(NCC(c1cccnc1)N1CCN(c2ccccc2F)CC1)c1ccccc1 (centres undefined)	-3	-9	3	-2	-3	4	7	4	-6
35	Cc1ccc(Cn2c(=O)c3ccccc3n3c(SCC(=O)N4CCCCC4C)nnc23)cc1 (centres undefined)	0	5	10	5	2	1	-3	0	7
36	COc1ccc(CC(NC(C)=O)C(=O)NC2CCN(c3nc(C)cc(C)c3C#N)CC2)c(OC)c1 (centres undefined)	22	-12	-14	-1	-1	4	15	-1	3
37	CC(C)C(CO)NC(=O)CC(=O)NC(CO)C(C)C (centres undefined)	-27	-11	-20	-4	6	6	8	-1	-1
38	Cc1c(C)n(C)c2ccc(C(=O)NCc3cccs3)cc12	3	-3	-37	7	26	32*	12	3	9
39	CN(C(=O)c1cnccn1)c1nnc(-c2cccnc2)s1	-7	-25	1	-4	14	4	12	1	3
40	Cn1c(=O)n(CC(N)=O)c2ccccc21	3	10	11	-1	10	-5	-14	-5	-19
41	NC(=O)c1ccccc1NC(=O)CCCN1C(=O)CCC1=O	-5	-1	0	-2	3	0	3	-2	-1
42	COc1cc2c(cc1NC(=O)c1cccnc1)CCCC2	-4	-10	-3	1	-3	5	4	-5	2
43	O=C(CN1C2=NCCCN2c2ccccc21)c1cccs1	-6	-2	9	8	-1	6	2	4	4
44	Cc1cc(NC(=O)c2ocnc2C)no1	-5	-8	0	4	11	-2	4	0	3
45	CC(C)OC(=O)c1cccnc1SCc1cc(=O)n2ccccc2n1	-2	-40	-9	1	9	8	9	4	2

[46] CCOc1ccc(NC(=O)CN2C(=O)COc3ccc(Cl)cc32)cc1
[47] COc1cc(NS(=O)(=O)c2ccccc2)ccc1-n1nc(C)cc1C
[48] Cn1c(=O)c2c(nc(NCCO)n2CCc2ccccc2)n(C)c1=O
[49] Cc1cc2nc(NC3=NCN(CCN4CCOCC4)CN3)nc(C)c2cc1C
[50] CCOc1ccc2c(c1)sc1nc(C(=O)OC)cc(=O)n12
[51] CCS(=O)(=O)N1CCc2cc(OC)c(OC)cc2C1
[52] CC(C)Cc1cc(C(=O)Nc2cc(Cl)ccc2Cl)no1
[53] O=C(CN1CCOc2ccccc21)NC1CCN(Cc2ccccc2)CC1
[54] CCOC(=O)N1CCN(C(=O)CN(Cc2ccc(Cl)cc2)S(C)(=O)=O)CC1
[55] CCOC(=O)C1CCCN(c2c(NCCCN(C)Cc3ccccc3)c(=O)c2=O)C1 (centres undefined)

assay / compound,46,47,48,49,50,51,52,53,54,55
CatS block,4,-4,12,8,9,18,18,-4,-2,5
C1s inh,7,-17,-8,-63,7,-10,8,-2,13,3
CatG inh,14,0,-6,6,9,-9,21,-3,8,2
FXIa mix inh,5,-3,3,-11,16,9,4,2,4,3
CatL inh,16,5,2,3,1,38,7,5,11,11
ROCK2 blocker,7,11,0,-2,4,-3,4,4,2,3
PKA kinase inh,9,10,7,5,6,7,-3,6,9,-2
JNK3 inh,-1,2,-3,-2,3,1,-3,-3,-4,-2
FXIIa inh mix,5,10,1,4,4,1,8,4,6,7

Ordered by heavy-atom count (ascending): some entries from above.
[44] Cc1cc(NC(=O)c2ocnc2C)no1
[51] CCS(=O)(=O)N1CCc2cc(OC)c(OC)cc2C1
[52] CC(C)Cc1cc(C(=O)Nc2cc(Cl)ccc2Cl)no1
[43] O=C(CN1C2=NCCCN2c2ccccc21)c1cccs1
[46] CCOc1ccc(NC(=O)CN2C(=O)COc3ccc(Cl)cc32)cc1
[53] O=C(CN1CCOc2ccccc21)NC1CCN(Cc2ccccc2)CC1
[49] Cc1cc2nc(NC3=NCN(CCN4CCOCC4)CN3)nc(C)c2cc1C
[55] CCOC(=O)C1CCCN(c2c(NCCCN(C)Cc3ccccc3)c(=O)c2=O)C1 (centres undefined)

assay / compound,44,51,52,43,46,53,49,55
CatS block,-5,18,18,-6,4,-4,8,5
C1s inh,-8,-10,8,-2,7,-2,-63,3
CatG inh,0,-9,21,9,14,-3,6,2
FXIa mix inh,4,9,4,8,5,2,-11,3
CatL inh,11,38,7,-1,16,5,3,11
ROCK2 blocker,-2,-3,4,6,7,4,-2,3
PKA kinase inh,4,7,-3,2,9,6,5,-2
JNK3 inh,0,1,-3,4,-1,-3,-2,-2
FXIIa inh mix,3,1,8,4,5,4,4,7

Additional records
[56] COC(=O)CCc1nc2ccccc2[nH]c1=O
[57] CCOC(=O)NCCc1c(C)nc2c(c(C)nn2C(C)(C)C)c1C
[58] O=C(NCc1ccccn1)c1cc2ccccc2oc1=O
[59] O=C(O)C1CSC2(c3ccc4c(c3)OCCO4)CCC(=O)N12 (centres undefined)
[60] Cc1oc(/N=C/c2cccc3ccccc23)c(C#N)c1C
[61] Cc1cc(NC(=O)c2cc(Cl)ccc2Cl)no1
[62] COC(=O)c1cccc(NC(=O)CSc2nnc(C)n2Cc2ccccc2)c1
[63] CCN(CC)CCCN1C(=O)C(=O)/C(=C(/O)c2ccc(OC)cc2)C1c1ccco1 (centres undefined)
[64] N#Cc1cccc(NC(=O)CSc2ccccc2)c1
[65] Cc1[nH]c2ccccc2c1CC(=O)O

assay / compound,56,57,58,59,60,61,62,63,64,65
CatS block,-3,3,3,17,-1,8,25,4,-14,18
C1s inh,1,4,-3,3,-8,3,-4,6,-16,-3
CatG inh,-1,26,7,4,6,11,2,26,-3,-1
FXIa mix inh,9,18,4,9,-4,3,7,2,-1,11
CatL inh,·,2,-9,-2,·,18,11,-7,1,4
ROCK2 blocker,·,0,·,-1,7,6,4,2,19*,5
PKA kinase inh,9,0,6,2,6,5,-8,6,12,8
JNK3 inh,·,0,·,4,9,10,-2,3,7,5
FXIIa inh mix,-20,-14,11,2,4,-1,4,7,1,3

[66] COC(=O)c1ccc(C(=O)OC)c(NS(C)(=O)=O)c1
[67] O=C1c2ccccc2NC2CCCCCN12 (centres undefined)
[68] CCOC(=O)c1c(C)[nH]c(/C(C)=N/O)c1C
[69] COCCn1c(=O)[nH]c2cc(C(=O)NC(C)C)ccc2c1=O

assay / compound,66,67,68,69
CatS block,-27,-2,·,2
C1s inh,-146,0,·,1
CatG inh,-34,-7,·,11
FXIa mix inh,-48,-1,·,1
CatL inh,26,-143,-7,17
ROCK2 blocker,2,6,2,·
PKA kinase inh,8,12,4,1
JNK3 inh,1,4,4,·
FXIIa inh mix,4,12,·,2
